High-throughput results from PubChem BioAssay.
NOD1 NF-kB reporter: inhibition of NOD1-driven NF-kB reporter – cell-based, luminescence, uHTS, primary screen (AID 1578); NOD1-driven NF-kB luciferase reporter cells, luminescence; higher % means a stronger effect; inhibition, % at 4 µM, or EC50 in µM where a hit was titrated; 290,000 tested, 1% active; in the data active means inhibition mostly above about 36%, no sharp cut-off; inactive means mostly below about 34%;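 further: HEK-293T reporter cells stimulated with the NOD1 agonist gamma-tri-DAP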
HEK293 NOD2/NF-kB: inhibition of NOD2-driven NF-kB reporter – cell-based, luminescence, uHTS, HEK293 (AID 1566). HEK293 NOD2/NF-kB luciferase reporter, luminescence; higher % means a stronger effect. inhibition, % at 4 µM, or EC50 in µM where a hit was titrated. 290,000 tested, 0.63% active; in the data active means inhibition above about 50%; further: many of its hits are not listed in these tables
* marks the source's active call; other numbers are inactive results. An excerpt (hit frequency here may not be typical).

SMILES	NOD1 NF-kB reporter	HEK293 NOD2/NF-kB
N#Cc1ccc(OCC(O)CN2CCC(C(O)(c3ccccc3)c3ccccc3)CC2)cc1 (centres undefined)	-18%	14%
CC(C)Cn1c(N)c(C(=O)COC(=O)COc2cccc(C(F)(F)F)c2)c(=O)n(C)c1=O	-28%	0%
CN(C)C(=O)c1cn(CCC#N)nc1-c1ccc2ccccc2c1	46%	17%
CC(NC(=O)c1ccco1)C(=O)NC(C)c1cc(F)c(Cl)cc1Cl (centres undefined)	-30%	5%
CCOc1ccc(Nc2nc(NCC(=O)O)nc(N)c2[N+](=O)[O-])cc1	1%	-1%
COc1ccccc1C(=O)NNC(=O)C1CC=CCC1 (centres undefined)	-20%	-4%
CC(C)(C)n1nc2c(c1NC(=O)c1cccc(Cl)c1)CS(=O)(=O)C2	-7%	8%
CCCC(=O)Nc1c(-c2ccc(C)cc2)c(=O)c2ccccc2n1C	-8%	10%
CCC(C)NC(=O)Cc1c(C)c2cc3c(cc2oc1=O)OC(C)(C)CC3 (centres undefined)	16%	-17%
CN(C)c1ccc(/C=C2\C(=N)N3N=C(CC(=O)N4CCCCC4)SC3=NC2=O)cc1	-31%	7%
COc1ccc(OC)c(S(=O)(=O)N2CCN(c3ccc(F)cc3)CC2)c1	-25%	17%
CN(Cc1nccs1)C(=O)c1ccc2nc(Cc3ccccc3F)oc2c1	-84%	-35%
CCN(Cc1nc(-c2ccc(OC)c(OC)c2)no1)C(=O)c1ccoc1C	-5%	0%
O=C(CCN1C(=O)/C(=C/c2cccs2)SC1=S)Nc1cccc(C(=O)O)c1	-26%	-21%
O=C(CN1C(=O)/C(=C\c2ccccc2Cl)Sc2ccccc21)NCCCN1CCOCC1	6%	7%
CC(C)(C)NS(=O)(=O)c1ccc(NC(=O)C2CC(=O)N(CCc3ccc(F)cc3)C2)cc1 (centres undefined)	4%	-16%
Cc1ccc2oc(C(=O)N3CCN(CC(=O)NC(C)C)CC3)c(C)c2c1	24%	9%
CSc1ccccc1NC(=O)c1ccc(N2CC3CC(C2)c2cccc(=O)n2C3)c(NC(=O)c2cccnc2)c1 (centres undefined)	-21%	8%
CCCCCCCCC(=O)N1CCN(c2cc3c(cc2F)c(=O)c(C(=O)O)cn3CC)CC1	-7%	14%
O=C(CN(C(=O)CCC(=O)Nc1nccs1)c1ccc(F)c(Cl)c1)NCC1CCCO1 (centres undefined)	-23%	-20%
O=C1CSC(=S)N1/N=C/c1cc(Br)ccc1O	-11%	7%
Cc1c(CCC(=O)O)c(=O)oc2cc3occ(-c4ccc(Br)cc4)c3cc12	-1%	17%
O=C(Nc1nncs1)c1ccc2c(c1)OCO2	-6%	-1%
O=C(Cn1ncc2c([nH]c3ccccc32)c1=O)N1CCOCC1	-23%	8%
COc1ccc(N(CC(=O)N2CCN(Cc3ccccc3)CC2)S(C)(=O)=O)c(OC)c1	-33%	0%
CCN(Cc1ccccc1)C(=O)CCc1nc(CN2CCN(C(=O)c3ccc([N+](=O)[O-])cc3)CC2)no1	-21%	17%
Brc1ccc(-c2nc(-c3ccncc3)no2)cc1	-21%	-89%
CCc1ccc(C2NC(=O)c3ccccc3O2)cc1 (centres undefined)	-7%	-9%
CC(C)CCn1c(=O)c2sccc2n2c(CCCC(=O)N3CCN(c4ccccn4)CC3)nnc12	-8%	17%
Cc1nc2ccccn2c1C(=O)N/N=C/c1ccc(F)cc1	-23%	4%

The final 3 entries of the section before open the next one:
SMILES	NOD1 NF-kB reporter	HEK293 NOD2/NF-kB
CCc1ccc(C2NC(=O)c3ccccc3O2)cc1 (centres undefined)	-7%	-9%
CC(C)CCn1c(=O)c2sccc2n2c(CCCC(=O)N3CCN(c4ccccn4)CC3)nnc12	-8%	17%
Cc1nc2ccccn2c1C(=O)N/N=C/c1ccc(F)cc1	-23%	4%
Cc1ccc(CCNC(=O)C2CCN(S(=O)(=O)N3CCCCC3)CC2)cc1	26%	17%
CSc1ncc2c(=O)[nH]c(-c3ccccc3)nc2n1	-3%	-6%
COc1cccc(CN2CC(C(=O)NCc3ncc(C)[nH]3)CCC2=O)c1 (centres undefined)	-26%	12%
CC(O)c1nc2ccccc2n1Cc1ccccc1 (centres undefined)	-18%	2%
COc1cccc(/C=C/C(=O)N2CCN(c3ccccn3)CC2)c1	-28%	4%
CCOC(=O)C1=C(COC(=O)c2ccc(Br)o2)NC(=O)NC1C (centres undefined)	2%	10%
NC(=O)COC(=O)C1c2ccccc2Oc2ccccc21	6%	19%
CCC(C)(C)NC(=O)Cn1c(=O)oc2cc(S(=O)(=O)N3CC(C)CC(C)C3)ccc21 (centres undefined)	0%	13%
COCCN(C(=O)CSc1nnc(-c2ccccc2F)n1N)c1c(N)n(Cc2ccccc2)c(=O)[nH]c1=O	-24%	0%
CC(O)c1cccc(NC(=O)CC(c2ccccc2)c2ccccc2)c1 (centres undefined)	-17%	3%
CCOc1ccccc1/C=N/N1CCN(Cc2ccccc2)CC1	-10%	1%
CCOC(=O)c1c(NC(=O)c2ccc(S(=O)(=O)N(C)CC3CCCO3)cc2)sc2c1CCN(C)C2 (centres undefined)	-31%	15%
CC(=O)N1c2ccc(S(=O)(=O)N3CCCC(C(=O)N4CCCC(C)C4)C3)cc2CC1C (centres undefined)	2%	30%
CC(C)(O)C#Cc1ccc(C(=O)N2CCC(CCC(=O)NC3CC3)CC2)cc1	-19%	12%
COCCNC(=O)C(c1ccc(C)cc1)N(Cc1ccco1)C(=O)CCC(=O)Nc1ccccn1 (centres undefined)	12%	-8%
CCSc1ccccc1-c1nc(-c2ccncc2)no1	3%	1%
CC(=O)N1c2ccc(S(=O)(=O)NCCC(=O)NCc3ccc(N(C)C)cc3)cc2CC1C (centres undefined)	-18%	9%
CC1CCCCN1S(=O)(=O)c1ccc(S(=O)(=O)N2CCCC2)cc1 (centres undefined)	-10%	6%
CC1CN(C(=O)/C(=C/c2ccco2)NC(=O)c2ccccc2)CC(C)O1 (centres undefined)	-8%	0%
O=C(CCCN1C(=O)[C@H]2CC=CC[C@H]2C1=O)NCc1nc(-c2ccccc2)no1	4%	23%
Cc1ccccc1-c1nc(CN2CCC(C(=O)NCCN3CCOCC3)CC2)c(C)o1	-6%	8%
O=C(N1CCCCC1)C1(S(=O)(=O)c2ccccc2)CC=CC1	-28%	-10%
CCN(CC)C(=O)c1ccc(S(=O)(=O)c2ccccc2)cc1	6%	2%
O=C(Nc1ccccc1O)c1cc2cc(Br)ccc2oc1=O	-7%	-59%
COc1ccccc1OCc1cc(C(=O)N2CCCC(OCc3cccnc3)C2)no1 (centres undefined)	-54%	-67%
COCCNc1nnc(Cc2ccccc2)c(=O)[nH]1	2%	-5%
CC(C)(C)NC(=O)CSc1nc2cccnc2n1C1CCCCC1	-5%	6%
COc1ccc(CCNC(=O)c2cccc3ccccc23)cc1OC	-37%	2%
COc1ccc(NC(=O)N2CCCC2C(=O)Nc2ccccc2F)cc1 (centres undefined)	-24%	1%
O=C(Nc1cccc2cccnc12)c1ccc(Br)cc1Br	-23%	5%
COc1ccc(NC(=O)c2ccccc2Oc2ccccc2)c(OC)c1	-2%	5%
CC(=O)c1cccc(CN2CCC(n3nccc3NC(=O)CCOc3ccccc3)CC2)c1	-27%	10%
CCOC(=O)C1CCN(C(=S)NC(=O)c2cccs2)CC1	-28%	21%
Cc1ccc(C(=O)N2CCCC(CCC(=O)NCc3ccc(F)c(F)c3)C2)cn1 (centres undefined)	-23%	-3%
COC(=O)c1ccc(N2CCOCC2)c(NC(=O)c2cccnc2)c1	-27%	1%
Cc1ccc(C2=NS(=O)(=O)N(C)C(C(=O)NCc3ccccc3)=C2)cc1	-17%	12%
CC(=O)NCCc1c(C)n(Cc2ccccc2)c2ccccc12	-7%	12%
CCOc1ccc2oc(C(=O)N3CCN(c4ccccn4)CC3)c(C)c2c1	-25%	40%
Cc1cc(=O)[nH]c2ccc(S(=O)(=O)Nc3ccccc3)cc12	-30%	4%
O=C(Cc1ccc(Br)cc1)NC1CCN(Cc2ccccc2)CC1	-2%	4%
CC1CCCC(NC(=O)c2cc(S(=O)(=O)N3CCOCC3)ccc2F)C1C (centres undefined)	3%	-10%
Cc1cc2c(cc1S(=O)(=O)N(C)Cc1ccccc1)n(C)c(=O)c(=O)n2C	18%	10%
CCOC(=O)Cn1ccc(NC(=O)c2ccc(F)cc2)n1	-2%	8%
CCc1ccccc1NC(=O)CN1C(=O)c2ccccc2S1(=O)=O	-34%	-12%
CC(C)(CO)CNC(=O)CCc1nnc(-c2ccc(-c3ccccc3)cc2)o1	2%	-7%
COc1cc2[nH]c(C(=O)N3CCN(C)CC3)cc2c(OC)c1OC	-4%	-10%
CCOc1ccc(/C=N/NC(=O)c2nnn(-c3nonc3N)c2CN2CCC(C)CC2)cc1	-7%	7%
Cc1cc(C)cc(NC(=O)Cn2nnc(C(=O)NCCc3ccccc3)c2N)c1	-10%	4%
CN(C)Cc1c(O)ccc2cc(-c3nc4ccccc4n3C)c(=O)oc12	5%	-20%
Cc1cccc(C(=O)Nc2ccc(N3CCN(C(=O)c4ccco4)CC3)cc2)c1	-24%	10%
Next results.
SMILES	NOD1 NF-kB reporter	HEK293 NOD2/NF-kB
CCOc1cc(NC(=O)Nc2ccc(F)cc2)c(OCC)cc1NC(=O)CC	-29%	11%
CCN(Cc1ccccc1)C(=O)c1oc2ccc(S(=O)(=O)N3CCOCC3)cc2c1C	3%	15%
COC(=O)c1ccc(C2NC(=O)c3ccccc3O2)cc1 (centres undefined)	4%	11%
CCN1CCN(C(=O)/C=C/c2ccc(OC)c(OC)c2)CC1	7%	15%
O=C(Cn1c(=O)c2c3c(sc2n(Cc2ccccc2)c1=O)CCCC3)NCCO	-1%	24%
O=C(CSc1nc(C2CC2)nc2ccccc12)Nc1ccccc1	30%	4%
CC1(C)OC2CCN3C(C(O)COS3(=O)=O)C2O1 (centres undefined)	11%	6%
COc1cc2cc(C(=O)N3CCN(Cc4ccc5c(c4)OCO5)CC3)[nH]c2cc1OC	-22%	20%
Cc1ccc(C)c(N2CCN(C(=O)c3ccc(Cl)c(NC4=NC5CS(=O)(=O)CC5S4)c3)CC2)c1 (centres undefined)	-8%	-2%
CCN(CC)CCC(=O)N1c2ccccc2Sc2ccc(NC(=O)OC)cc21	36%	15%
CC(=O)c1cccc(NC(=O)CN2CCc3cc4c(cc3C2)OCCCO4)c1	-15%	14%
COc1ccc(-c2noc(CCC(=O)Nc3cccnc3)n2)cc1	0%	12%
CCOc1ccc(C(=O)Nc2ccc(CN3CCOCC3)cc2)cc1Br	-21%	28%
COC(=O)C1CCCCN1C(=O)c1cccc(OC2CCN(C(=O)C3CC3)CC2)c1 (centres undefined)	-27%	-2%
CC(Cc1cccnc1)NC(=O)c1cc(COc2c(F)cccc2F)on1 (centres undefined)	-30%	5%
COc1ccc(CNCc2ccc([N+](=O)[O-])cc2)cc1OC	7%	10%
CCCCCC(O)(c1ccc(OC)cc1)C(CN1CCOCC1)c1ccccc1 (centres undefined)	-11%	4%
CCOc1ccc(C(C)=O)cc1Cn1c(=O)oc2ccccc21	-12%	10%
O=[N+]([O-])c1cccc(S(=O)(=O)NCc2ccccn2)c1	8%	9%
O=[N+]([O-])c1ccccc1OCCCOc1cccc2cccnc12	-40%	-13%
CC(=O)Nc1ccc(S(=O)(=O)Nc2cccc3cccnc23)cc1	16%	20%
CCN(CC)Cc1c(C(=O)N/N=C/c2ccc(OCc3ccccc3C)cc2)nnn1-c1nonc1N	-7%	17%
CC(C)Cn1c(CCCNC(=O)c2ccco2)nc2ccccc21	-15%	17%
CCc1ccc(NC(=O)Cn2nnc(C(=O)NCc3ccco3)c2N)cc1	-10%	-18%
NC(=O)C1CCN(C(=O)CC2C(=O)NCCN2Cc2cccc(Oc3ccccc3)c2)CC1 (centres undefined)	-20%	-4%
CCc1ccccc1NC(=O)CSc1nc2ccccc2nc1N1CCOCC1	12%	1%
Fc1ccc(CN2CCN(c3ncnc4scc(-c5ccc(F)cc5)c34)CC2)cc1	-8%	15%
COc1ccc(/C=C(\C#N)C(=O)Nc2ccccn2)cc1	-3%	8%
O=C(O)C=C(Br)Br	-4%	18%
CC(=O)N1CCSc2ccc(S(=O)(=O)NCCc3ccc(Cl)cc3)cc21	12%	35%
O=c1[nH]c(C2CCN(S(=O)(=O)/C=C/c3ccccc3)CC2)nc2c1nnn2Cc1ccc(F)cc1	0%	17%
Cc1cc(C)c(C#N)c(N2CCN(c3ccccc3)CC2)n1	-2%	14%
NC(=O)CC(NC(=O)c1ccc(Br)cc1)c1ccc(N2CCC(Cc3ccccc3)CC2)c([N+](=O)[O-])c1 (centres undefined)	42%	4%

Entries listed so far with a furan ring, fused or not, in the order listed:
SMILES	NOD1 NF-kB reporter	HEK293 NOD2/NF-kB
CC(NC(=O)c1ccco1)C(=O)NC(C)c1cc(F)c(Cl)cc1Cl (centres undefined)	-30%	5%
CCN(Cc1nc(-c2ccc(OC)c(OC)c2)no1)C(=O)c1ccoc1C	-5%	0%
Cc1ccc2oc(C(=O)N3CCN(CC(=O)NC(C)C)CC3)c(C)c2c1	24%	9%
Cc1c(CCC(=O)O)c(=O)oc2cc3occ(-c4ccc(Br)cc4)c3cc12	-1%	17%
CCOC(=O)C1=C(COC(=O)c2ccc(Br)o2)NC(=O)NC1C (centres undefined)	2%	10%
COCCNC(=O)C(c1ccc(C)cc1)N(Cc1ccco1)C(=O)CCC(=O)Nc1ccccn1 (centres undefined)	12%	-8%
CC1CN(C(=O)/C(=C/c2ccco2)NC(=O)c2ccccc2)CC(C)O1 (centres undefined)	-8%	0%
CCOc1ccc2oc(C(=O)N3CCN(c4ccccn4)CC3)c(C)c2c1	-25%	40%
Cc1cccc(C(=O)Nc2ccc(N3CCN(C(=O)c4ccco4)CC3)cc2)c1	-24%	10%
CCN(Cc1ccccc1)C(=O)c1oc2ccc(S(=O)(=O)N3CCOCC3)cc2c1C	3%	15%
CC(C)Cn1c(CCCNC(=O)c2ccco2)nc2ccccc21	-15%	17%
CCc1ccc(NC(=O)Cn2nnc(C(=O)NCc3ccco3)c2N)cc1	-10%	-18%
